Compound activity deposited in PubChem BioAssay by School of Medicine, Indiana University.
FECH block = inhibitors of human ferrochelatase, primary screen, biochemical, purified FECH, Ni-mesoporphyrin absorbance; Ni-mesoporphyrin absorbance 550 nm; calls only at 10 µM (by protocol); 3.3% of 20,000 active; AID 1671448, 2021;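 active = enzyme reaction rate more than 3 SD below the solvent-only control wells on the same plate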;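 note: lower slope than DMSO wells means FECH inhibition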
Target sequence (P22830 whole entry, looked up): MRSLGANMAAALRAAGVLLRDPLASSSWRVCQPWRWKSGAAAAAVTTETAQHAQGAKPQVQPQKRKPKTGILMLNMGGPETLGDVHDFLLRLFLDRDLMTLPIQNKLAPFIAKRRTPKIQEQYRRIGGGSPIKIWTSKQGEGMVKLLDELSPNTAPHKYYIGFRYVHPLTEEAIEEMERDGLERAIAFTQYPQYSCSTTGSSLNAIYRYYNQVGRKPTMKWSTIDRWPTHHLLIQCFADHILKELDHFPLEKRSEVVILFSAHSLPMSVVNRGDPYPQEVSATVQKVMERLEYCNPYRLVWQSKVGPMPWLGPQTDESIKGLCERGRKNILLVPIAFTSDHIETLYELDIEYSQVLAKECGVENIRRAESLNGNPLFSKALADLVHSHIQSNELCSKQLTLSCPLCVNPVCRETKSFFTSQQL
Calls only; i = inactive; + = active, no number. Only part of the results is shown. The share of hits here may be higher or lower than overall.

FECH block | SMILES
i | Nc1ccnc(N2CCC(c3[nH]ncc3-c3cccc(F)c3)CC2)n1
i | COc1ccc(CCC(=O)Nc2cccc(N3CCCS3(=O)=O)c2)cc1
+ | Nc1ccc(S(=O)(=O)N2CCOCC2)cc1S(N)(=O)=O
i | CC(C)(C)CN1CC(NC(=O)c2ccc(-c3ccn[nH]3)cc2)CC1=O (stereo not given)
i | Cc1ccc2c(c1)CC(C(=O)N1CCCn3cncc3C1)N2 (stereo not given)
i | CN1CC2(CCN(C(=O)CCS(=O)(=O)c3ccccc3)C2)OC1=O (stereo not given)
i | Cc1ccc(C)c(OC(C)C(=O)NCC2(Cn3cccn3)CC2)c1 (stereo not given)
+ | CC(C)NC(=O)CN1c2ccc(Br)cc2-c2ccccc2S1(=O)=O
i | Cc1ccc2c(c1)CCCN2C(=O)CN1[C@@H]2CC[C@H]1CC(O)C2 (stereo not given in full)
+ | Cc1ccc(CNC(=O)c2nc[nH]c2C(=O)NCc2ccccn2)o1
i | COc1ccc(-c2c(NCc3ccccc3)oc3c2c(=O)n(C)c(=O)n3C)cc1
i | C/C(=C\c1ccco1)C1CC(=O)Nc2cc3[nH]ncc3cc21 (stereo not given)
i | Cc1cccc(Nc2nc(N3CCN(c4ccccc4)CC3)nc3c2cnn3-c2ccccc2)c1
i | COc1cccc(Nc2nc(N3CCN(c4ccccc4)CC3)nc3c2cnn3-c2ccccc2)c1
i | CCN1CCN(c2nc(Nc3cccc(Cl)c3)c3cnn(-c4ccccc4)c3n2)CC1
i | CC(COc1ccccc1)NCc1ccc2c(c1)n(C)c(=O)n2C (stereo not given)
+ | CCc1ccc2c(c1)-c1ccccc1S(=O)(=O)N2CC(=O)NCc1ccncc1
i | Nc1nc(CNC(=O)CCC(=O)NC2CCCCCC2)cs1
i | C=CCNc1ccccc1C(=O)NCc1ccc2nonc2c1
i | COC(=O)c1c(NC(=O)C2CC2)sc2c1CCN(Cc1ccccc1)C2

Next part (five carried over from the part before).
FECH block | SMILES
i | CC(COc1ccccc1)NCc1ccc2c(c1)n(C)c(=O)n2C (stereo not given)
+ | CCc1ccc2c(c1)-c1ccccc1S(=O)(=O)N2CC(=O)NCc1ccncc1
i | Nc1nc(CNC(=O)CCC(=O)NC2CCCCCC2)cs1
i | C=CCNc1ccccc1C(=O)NCc1ccc2nonc2c1
i | COC(=O)c1c(NC(=O)C2CC2)sc2c1CCN(Cc1ccccc1)C2
i | O=C(CN1CCN(Cc2ccccc2Cl)S1(=O)=O)Nc1ccc(Br)cc1F
i | O=C(CN1C(=O)C2CCCCN2C(=O)c2ccccc21)N1CCN(Cc2ccccc2)CC1 (stereo not given)
i | c1ccc(-c2ncn(CCCCN3CCCC3)c2-c2ccoc2)cc1
i | Cc1cccc(N2CCN(CCNC(=O)c3ccc(CN4C(=O)CCn5nccc54)cc3)CC2)c1C
i | CCCc1[nH]ncc1C(=O)N1CCCC(N2CCN(c3ccccc3F)CC2)C1 (stereo not given)
i | COc1ccccc1CNc1nc2nc(CN3CCCCC3)cc(=O)n2[nH]1
i | COc1ccc(CN(C)C(C)C(=O)NC2CCCC2)c2cccnc12 (stereo not given)
i | Cc1cc(Nc2ccc(OC(=O)c3ccc(F)cc3)cc2)n2nc(-c3cccnc3)nc2n1
i | Cc1ccc(S(=O)(=O)NCc2nc3cccnc3n2Cc2ccccc2Cl)cc1C
i | NS(=O)(=O)c1ccc(CCNCCC(=O)N2CCc3ccccc3C2)cc1
i | Cc1ccc(NC(=O)CC(=O)NCCSc2nccn2C)c(C)c1
i | CCc1ncc2c(n1)CN(C(=O)CSc1ncn[nH]1)C2
i | CC(C)CCC(c1ccccc1)N(C)C(=O)C1(C(N)=O)CC1 (stereo not given)
i | Cc1c(-c2cc(F)c3c(c2)CC(CN)O3)c(=O)n(C)c(=O)n1C (stereo not given)
i | Cc1cc(NC(=O)c2ccc(C)c(C)c2)n(-c2ncnc3c2cnn3-c2ccccc2)n1
i | Cc1cccc(-c2cn[nH]c2C2CCN(CC3CCOC3)CC2)c1 (stereo not given)
i | Cc1ccc(CN2CCN(CC(=O)Nc3cc(C)ccc3C)S2(=O)=O)cc1
i | COc1ccc(Nc2cc(C)nc(N3CCN(S(=O)(=O)c4ccccc4Cl)CC3)n2)cc1
i | COc1cccc(OCC(=O)Nc2cc(C)nn2-c2ncnc3c2cnn3-c2ccc(Cl)cc2)c1
i | COc1ccc2c(c1)C=C(C(=O)NCCc1ccc(S(N)(=O)=O)cc1)CO2

Other compounds.
FECH block | SMILES
i | CCc1c(C)nc2ncnn2c1Sc1ccc(NC(=O)Cc2ccc(Cl)cc2)cc1
i | CC(C)(C)c1ccc(-c2nc3nc(CN4CCOCC4)cc(=O)n3[nH]2)cc1
i | O[C@@H]1CN(c2ccc(-c3ccccc3)nn2)CC[C@H]1c1ccc2c(c1)OCO2
i | CCc1cc(Sc2ccccc2NC(=O)c2ccc(OC)cc2)n2nc(C)nc2n1
i | CNC(=O)[C@@H]1C[C@@H](N)CN1Cc1c(F)ccc(C)c1Cl
i | O=C(Nc1cnc2n1CCCC2)c1ccc(CN2CCCC2)o1
i | COc1cccc(C2c3nc[nH]c3CCN2Cc2cc(C(C)(C)C)n[nH]2)c1 (stereo not given)
i | COc1ccc(OC)c(CNc2nc(-c3nnc(-c4cccc(C)c4)o3)nc3ccccc23)c1
i | c1cc(-c2ccc(-c3nccn3Cc3ccc4c(c3)OCO4)o2)[nH]n1
i | CCc1ccc(-c2c(-c3ccccc3)ncn2CC(C)n2cncn2)o1 (stereo not given)
i | Cc1ccc(CNC(=O)c2[nH]cnc2C(=O)NCC(C)(C)C)o1
i | Cc1nc(C2CCCNC2)cc(N(C)Cc2cccc3cnccc23)n1 (stereo not given)
i | O=c1c(NC2CCN(Cc3ccccc3)CC2)c(-c2ccc3c(c2)CCCC3)c1=O
i | Cc1cccc(CNC(=O)C2CCCN(S(=O)(=O)N3CCOCC3)C2)c1 (stereo not given)
i | CC(c1nncn1C)n1cc(-c2ccc3c(c2)Cc2ccccc2-3)nn1 (stereo not given)
i | O=S(=O)(c1cc(F)ccc1F)N1CCN(c2cc(-c3cccc(F)c3)ncn2)CC1
i | Cc1ccc(NS(=O)(=O)c2ccc(N)c(S(N)(=O)=O)c2)cc1Cl
i | COc1ccc(N2C(=O)CCS2(=O)=O)cc1S(=O)(=O)Nc1ccc(S(N)(=O)=O)cc1
i | CCc1cc(Sc2ccccc2NC(=O)c2ccc(Cl)cc2)n2nc(C)nc2n1
i | COc1ccc(O)c(C2CC(=O)Nc3c2ccc(N2CCCC2)c3C)c1 (stereo not given)

Part of the list above in order of molar mass, descending.
FECH block | SMILES
i | COc1ccc(OC)c(CNc2nc(-c3nnc(-c4cccc(C)c4)o3)nc3ccccc23)c1
i | CCc1cc(Sc2ccccc2NC(=O)c2ccc(Cl)cc2)n2nc(C)nc2n1
i | O=c1c(NC2CCN(Cc3ccccc3)CC2)c(-c2ccc3c(c2)CCCC3)c1=O
i | Cc1ccc(NS(=O)(=O)c2ccc(N)c(S(N)(=O)=O)c2)cc1Cl
i | O[C@@H]1CN(c2ccc(-c3ccccc3)nn2)CC[C@H]1c1ccc2c(c1)OCO2
i | CCc1ccc(-c2c(-c3ccccc3)ncn2CC(C)n2cncn2)o1 (stereo not given)

Back to the main list, starting three compounds before the break.
FECH block | SMILES
i | COc1ccc(N2C(=O)CCS2(=O)=O)cc1S(=O)(=O)Nc1ccc(S(N)(=O)=O)cc1
i | CCc1cc(Sc2ccccc2NC(=O)c2ccc(Cl)cc2)n2nc(C)nc2n1
i | COc1ccc(O)c(C2CC(=O)Nc3c2ccc(N2CCCC2)c3C)c1 (stereo not given)
i | O=C(NC1CC(=O)N(c2ccc(F)cc2)C1)c1ccco1 (stereo not given)
i | Cc1cc(C)n(CC(C)NCc2ccc(-n3cncn3)cc2)n1 (stereo not given)
i | Cc1ccc(N2C(=O)CCS2(=O)=O)cc1S(=O)(=O)N1c2ccccc2CC1C (stereo not given)
i | COc1ccccc1NCc1cc(=O)n2[nH]c(NCc3ccc(F)cc3)nc2n1
i | COc1ccc(C(=O)Oc2ccc(Nc3cc(C)nc4nc(-c5cccnc5)nn34)cc2)cc1
i | Cc1nc2ncccc2cc1C(=O)N1CCC(c2cc(C(C)C)n[nH]2)CC1
i | CC(Cc1ccc2c(c1)OCO2)c1nccn1CCc1cccnc1 (stereo not given)
i | CN1CCC(CNC(=O)c2ccc(Oc3ccccc3)o2)C1 (stereo not given)
i | CSc1nnc(CC2CCN(C/C=C/c3ccco3)CC2)n1C
i | Cc1ccc(Cn2c(=O)n(CCc3ccccn3)c3ncc(C(=O)O)cc32)cc1C
i | CC(=O)N1CCc2c(sc(NC(=O)c3nc4ccccc4s3)c2-c2nc3ccccc3s2)C1
i | NS(=O)(=O)c1ccc(-n2ncc3c(=O)[nH]c(SCC(=O)Nc4nccs4)nc32)cc1
i | CCC(C)N(Cc1ccsc1)Cc1ncc[nH]1 (stereo not given)
i | CCc1[nH]ncc1C(=O)NCc1cccnc1N1CCN(c2ccccn2)CC1
i | CN(CCCNC(=O)Cn1c(=O)c2cnc(-c3ccccc3)nc2n(C)c1=O)Cc1ccccc1
i | Cn1cc(NC(=O)CN2CCCC(C(=O)c3ccc4ccccc4c3)C2)cn1 (stereo not given)
i | CCCc1cc(Sc2ccc(NC(=O)Nc3ccc(Cl)cc3)cc2)n2ncnc2n1
i | O=C1NC(Cc2ccc(F)cc2)(C2CCNCC2)C(=O)N1Cc1cncs1 (stereo not given)
+ | NC(=O)[C@H](Cc1ccccc1)N1Cc2ncccc2C1=O
i | O=C(CN1CCCN(Cc2ccccc2)S1(=O)=O)Nc1ccc(Cl)cc1

(more compounds)
FECH block | SMILES
i | CNC(=O)c1cc2n(n1)CC(C)(C(=O)NCc1ccc(F)cc1)N(C)C2=O (stereo not given)
i | CSc1nc(NCC2CCCO2)c(C#N)c(-c2ccccc2)n1 (stereo not given)
i | COc1cc(OC)c(NC(=O)CN2CCN(Cc3ccccc3Cl)S2(=O)=O)cc1Cl
i | CCn1c(=O)n(Cc2ccccc2C)c(=O)c2cnc(-c3ccc(Cl)cc3)nc21
i | CCCNC(=O)C1CCC(Cn2c(=O)c3sccc3n(CC(=O)NCc3ccco3)c2=O)CC1 (stereo not given)
i | CCOc1ncccc1-c1nccc(OC)n1
i | CN(C)S(=O)(=O)N1CCC(c2nc3ccccc3s2)CC1
i | COCCNC(=O)CSc1nc(-c2ccc3c(c2)OCO3)nc2cc(=O)[nH]n12
i | CCc1nc2nc(C)[nH]n2c(=O)c1NC(=O)Nc1cccc(C(F)(F)F)c1
i | COc1ccccc1OC(C)(C)C(=O)Nc1cnc2n1CCCC2
i | O=C(NCC1CCCN(Cc2ccccn2)C1)c1nc2ccccc2[nH]1 (stereo not given)
i | Cc1ccccc1N1CCN(Cc2cnc(N3CCOCC3)nc2)C(C)C1 (stereo not given)
i | CCCc1ncncc1C(=O)NCC1(O)CCNC1 (stereo not given)
i | c1cc(-c2cc(C3CCN(Cc4ccc(-c5ccn[nH]5)o4)C3)ccn2)ccn1 (stereo not given)
i | CN1CCNC(=O)C12CCN(C(=O)c1ccccc1-n1cncn1)CC2
i | O=C(CN1C(=O)CC(c2ccccc2)=Nc2ccccc21)Nc1ccccc1
i | COc1ccc(NC(=O)CN2CCN(Cc3ccccc3)S2(=O)=O)c(OC)c1
i | O=C(NCCc1ccc(O)cc1)[C@@]12CNC[C@@H]1CN(C1CCCC1)C2
i | Cc1noc(-c2ccc(N3CCN(C)C(C(=O)O)C3)nc2)n1 (stereo not given)
i | O=C(c1csc(S(=O)(=O)Nc2ccccc2F)c1)N1CCCCC1

More compounds
FECH block | SMILES
i | CC(c1nn2c(Cc3ccccc3)nnc2s1)n1cncn1 (stereo not given)
i | c1ccc(CCCN2CCCC3(CCNC3)C2)cc1 (stereo not given)
i | COc1cccc(C(=O)NCC2=CCCN(Cc3cnc[nH]3)C2)c1
i | Cc1ccc(NC(=O)COc2ccc(F)cc2)cc1OCc1cc(=O)n2cccc(C)c2n1
i | CC(Cn1ccnc1)NCC1(N2CCOCC2)CCCCC1 (stereo not given)
i | Cc1ccc(S(=O)(=O)NCCn2c(-c3ccccc3)nc3cccnc32)c(C)c1
i | CC(c1ccccc1-n1cccn1)n1ccnc1-c1ccco1 (stereo not given)
i | Cc1cccc2[nH]c(CNC(=O)c3c4c(nn3C)CCCC4)nc12
i | COc1cc(Nc2nc(-c3nnc(-c4ccc(C)cc4)o3)nc3ccccc23)cc(OC)c1OC
i | O=C1C[C@H]2CC[C@@H](CN1)N2C(=O)c1ccccc1-n1cncn1
i | CCOCCCNc1nc(Nc2cc(OC)ccc2OC)c2cnn(-c3ccccc3)c2n1
i | CCOC(=O)c1cc2ccsc2n1CC(=O)N(CC)c1cccc(C)c1
i | CC1CN(c2ccccc2)CCN1C(=O)c1cc(-c2ccncc2)n[nH]1 (stereo not given)
i | CCCc1cc(Sc2ccc(NC(C)=O)cc2)n2ncnc2n1
i | COc1ccc(S(=O)(=O)N2CC(=O)N(Cc3ccccc3)C(C)(C(=O)NC3CCCCC3)C2)cc1 (stereo not given)
i | Cc1nc(CNC2CCN(c3cccc(C)c3C)CC2)cs1
i | CCCC(=O)N1CCC(N2CCN(c3ccnc(SC)n3)CC2)CC1
i | Cc1cccc(-c2nnc(-c3nc(NCc4ccc(N(C)C)cc4)c4ccccc4n3)o2)c1
i | COc1ccc2[nH]c(C(=O)NCc3cccnc3N(C)C)c(C)c2c1
i | COCc1noc(CCNc2nc(-c3ccccc3)nc3c2CCNC3)n1

Remaining list, next part.
FECH block | SMILES
i | Cc1ccc(NC(=O)C2CCN(c3ccc(-c4cccs4)nn3)CC2)cc1
i | CCc1nccn1CCC(=O)N1CCC(Cc2nncn2-c2ccccc2)CC1
i | O=C(CCC(=O)N1CCOC2(CNCCOC2)C1)NC1CCCC1 (stereo not given)
i | Cc1cc(-c2nc(C3(c4ccc(F)cc4)CCOC3)no2)n[nH]1 (stereo not given)
i | CC(C)CC(=O)Nc1nc2n(n1)C(c1ccccc1Cl)C=C(c1ccccc1)N2 (stereo not given)
